# High-throughput results (PubChem BioAssay)
# NCI-60 one-dose screen, 48 h, at 10 µM unless noted. Numbers give growth in % (100 = growth as untreated, 0 = no growth, -100 = all killed).
# MCF7 = MCF7 breast cancer; actives 6.3% (n = 82,000)
# MDA-MB-435 = MDA-MB-435 melanoma; actives 7.8% (n = 82,000)
# RPMI-8226 = RPMI-8226 leukemia cells; actives 7.5% (n = 77,000)
# K-562 = K-562 leukemia; actives 7.4% (n = 78,000)
# MDA-MB-231 = MDA-MB-231 breast cancer. actives 5% (n = 81,000)
# SR = SR leukemia cells. actives 8.7% (n = 73,000). AID 1794780
# MOLT-4 = MOLT-4 leukemia cells; actives 6.9% (n = 80,000)
# MDA-MB-468 = MDA-MB-468 breast cancer. actives 8.5% (n = 78,000). AID 2202374
# * = called active by the depositor; . = no result given; & = joins results of further samples; ! = not active in a repeat. How the source made its calls: active means growth percent below 10; inactive means the rest.
# Second line of a record – MCF7	MDA-MB-435	RPMI-8226	K-562	MDA-MB-231	SR	MOLT-4	MDA-MB-468
Cc1ccc(Nc2ccc(O)c3c2C(=O)c2ccccc2C3=O)c(S(=O)(=O)O)c1
  94	113	98	92	104	89	91	104
Nc1ccc(C(=O)c2ccc(N)cc2)cc1
  110	118	103	110	111	.	112	115
COc1ccc(-n2cc(-c3ccccc3)c3c(SCC(=O)N/N=C/c4ccc(N(C)C)cc4)ncnc32)cc1
  87	100	97	100	89	108	109	85
Cc1cc(CCCC(=O)O)c(C)s1
  98	101	106	116	115	83	95	132
CCCCNC(=O)Nc1ncn[nH]1
  103	112	100	109	124	120	105	106
Clc1ccc(Nc2cccc(-c3n[nH]c4ccccc34)c2)cc1
  78	99	91	84	77	.	79	91
CC(=O)C(C)C(=O)c1cc(C)c(Br)s1 (stereo not drawn)
  98	101	98	93	113	94	96	92
Cc1nnc(Nc2ccc(NC(=O)Nc3ccc(Cl)cc3)cc2)c2ccccc12
  25	-40*	-12*	-17*	23	-3.5*	9.8*	6.4*
COC(=O)c1c(NC(=O)c2cc(C)oc2C)sc2c1CCCC2
  85	101	98	96	98	99	97	105
O=C(CN1CCc2ccccc21)NC1=Nc2ccccc2C(=O)NN1
  100	107	98	86	114	95	84	106
CSc1nc2c(c(=O)n1C)C(c1ccccc1)C1=C(N2)/C(=C/c2ccccc2)CCC1 (stereo not drawn)
  57	4.1*	39	.	54	-14*	27	35
Brc1ccc2[nH]cc(-c3nc(-c4ccsc4)cs3)c2c1
  63	105	.	109	85	68	65	75
O=C1Nc2ccc(F)cc2/C1=C\c1ccc(O)cc1
  83	96	95	89	98	75	98	87
N#Cc1c(-c2ccccc2)nc2n[nH]c(N)c2c1N
  89	102	100	96	101	86	96	96
CCn1c2[n+](c3ccccc31)CCC2
  102	101	106	104	114	88	97	91

# The results go on:
# Second line of a record – MCF7	MDA-MB-435	RPMI-8226	K-562	MDA-MB-231	SR	MOLT-4	MDA-MB-468
CCOC(=O)c1sc(Nc2nc(O)c(C3=c4cc(F)ccc4=NC3=O)s2)nc1C
  94	103	114	104	100	101	100	99
CNCCCC12CCC(c3ccccc31)c1ccccc12
  87	79	91	81	80	.	90	29
COc1ccc(-c2cn(CC(=O)Nc3nc4ccccc4s3)nn2)cc1
  100	103	106	97	101	100	110	108
CN(C)Cc1ccccc1[N+](=O)[O-]
  97	94	102	112	108	112	109	96
CC1(c2cccc(Br)c2)NC(=O)NC1=O (stereo not drawn)
  96	107	96	106	98	103	98	101
COc1ccc(C(O)c2ccccc2)cc1 (stereo not drawn)
  98	102	108	88	96	102	94	3.3*
COc1ccc(-c2cc(-c3cccnc3)nc3sc4c(=O)n(-c5ccc(C)cc5)cnc4c23)cc1OC
  97	99	98	111	90	96	97	94
c1ccc(CO[C@H]2CO[C@H]3[C@@H]2OC[C@@H]3Oc2ccc(Nc3ncnc4ccsc34)cc2)cc1
  65	84	.	62	72	61	65	52
C(=N\Nc1nnc2n1N=C(c1ccccc1)CS2)/c1ccc(OCc2ccccc2)cc1
  83	100	87	58	108	93	93	89
CC1=CCC(C(C)(C)O)CC1O (stereo not drawn)
  98	107	100	107	106	.	103	104
O=C1C(Cl)=C(Sc2ccccn2)SC2c3cccn3CCN12 (stereo not drawn)
  87	92	109	106	94	95	89	77
OCCC1COC(c2ccccc2)O1 (stereo not drawn)
  104	111	.	102	105	110	127	96
NC1=NC2(CCCCCC2)N(c2ccc(S(=O)(=O)Nc3ccccn3)cc2)C(N)=N1
  101	102	107	99	106	97	103	99
O=C(OCCOc1ccccc1)c1ccccc1Cl
  104	105	107	104	95	97	105	106
CCOc1ccc2cc(-c3nn(CC4CCN(C)CC4)c4ncnc(N)c34)ccc2c1
  56&86	16&95	2.4*!	2.7*!	11&85	-27*!	-4.4*!	42&86

# New compounds follow
# Second line of a record – MCF7	MDA-MB-435	RPMI-8226	K-562	MDA-MB-231	SR	MOLT-4	MDA-MB-468
CCc1cccc(O)c1
  102	108	104	100	97	110	107	102
O=C(/C=C/c1ccccc1)Nc1cccc(-c2nc3ccccc3c(=O)[nH]2)c1
  93	93	80	93	90	.	77	94
CN1CCOCCN(C)Cc2ccc3ccc(cc3c2)CN(C)CCOCCN(C)Cc2ccc3ccc(cc3c2)C1
  77	83	37	-10*	71	9.1*	74	53
N#Cc1c(NCc2ccccc2)n[nH]c1Nc1ccccc1
  42	57	37	.	66	.	.	60
COc1cccc(C(=O)Nc2ccc3c(c2)CN(C2CCC(=O)NC2=O)C3=O)c1 (stereo not drawn)
  39	94	94	91	88	55	98	90
O=C1c2ccccc2C(=O)N1Cc1cccc(I)c1
  101	101	111	114	.	.	113	105
O=C1CCC(OCc2ccc(O)cc2)N1 (stereo not drawn)
  93	109	109	102	111	93	105	119
COc1ccc(C=Nc2ccc(N=Nc3ccccc3)cc2)cc1
  80	92	75	87	80	82	70	82
COc1ccc(C2NC(=S)Nc3c2c(=O)n(-c2ccccc2)c2ccccc32)cc1 (stereo not drawn)
  89	119	63	83	92	82	68	110
O=S(=O)(NCCCNc1nccc(-c2c(-c3cccc(F)c3)nc3sccn23)n1)c1ccccc1
  51	42	48	34	71	82	37	63
O=C(Nc1c(Cl)cccc1Cl)Nc1c(Cl)cccc1Cl
  95	100	97	101	103	99	109	127
COc1ccc(-c2nc3n[nH]c(Nc4ccccc4)c3c(=O)[nH]2)cc1OC
  106	118	105	100	111	87	92	100
O=C(Nc1ccc2c(ccn2C(=O)c2cccc(F)c2)c1)c1ccnnc1
  96	98	94	104	98	79	99	112
CCOc1ccc(NC(=O)SCC)cc1
  101	104	90	85	99	109	103	110
C=C(C)[C@@H]1CCC[C@]2(C(=O)N3CCN(C)CC3)CC[C@]3(C)[C@@H](CC[C@@H]4[C@@]5(C)CC/C(=N\NC(=O)c6ccncc6)C(C)(C)[C@@H]5CC[C@]43C)[C@@H]12
  51	82	78	18	67	8.0*	56	113

# One compound at a time (already shown). Values in the order: MCF7, MDA-MB-435, RPMI-8226, K-562, MDA-MB-231, SR, MOLT-4, MDA-MB-468
# Entry for `CCc1cccc(O)c1` : 102, 108, 104, 100, 97, 110, 107, 102
# Entry for `O=C1CCC(OCc2ccc(O)cc2)N1` (stereo not drawn) : 93, 109, 109, 102, 111, 93, 105, 119
# Entry for `COc1ccc(C2NC(=S)Nc3c2c(=O)n(-c2ccccc2)c2ccccc32)cc1` (stereo not drawn) : 89, 119, 63, 83, 92, 82, 68, 110

# Retrieved by compound from the entries so far, 2 records:
# Second line of a record – MCF7	MDA-MB-435	RPMI-8226	K-562	MDA-MB-231	SR	MOLT-4	MDA-MB-468
CCOC(=O)c1sc(Nc2nc(O)c(C3=c4cc(F)ccc4=NC3=O)s2)nc1C
  94	103	114	104	100	101	100	99
OCCC1COC(c2ccccc2)O1 (stereo not drawn)
  104	111	.	102	105	110	127	96

# (cont.)
# Second line of a record – MCF7	MDA-MB-435	RPMI-8226	K-562	MDA-MB-231	SR	MOLT-4	MDA-MB-468
CCCCCCCCCCn1cc[n+](C)c1
  3.9*	8.0*	116	64	42	104	79	-42*
COc1ccc(C(=O)c2sc3nc4c(c(C(F)(F)F)c3c2N)CN(C(C)=O)CC4)cc1OC
  83	100	57	78	64	79	79	84
Cc1cccc(N(CCO)CCO)c1
  92	104	95	103	109	83	91	.
COCCN1CCC(CO)C1 (stereo not drawn)
  112	105	116	118	107	120	108	107
Cc1ccc(C2CC(c3ccccc3)=NN2C(=O)c2ccc(S(N)(=O)=O)cc2)cc1 (stereo not drawn)
  97	103	84	95	86	106	90	89
O=[N+]([O-])c1c(I)cc(O)cc1I
  98	109	85	102	98	103	96	98
O=S(=O)(c1ccccc1)c1ccccc1Br
  90	94	101	106	117	98	100	80
Nc1nc2ncc(CNc3ccc(C(=O)N[C@@H](CCc4nn[nH]n4)c4nn[nH]n4)cc3)nc2c(=O)[nH]1
  94&95	107&96	99&102	89	94&101	97	95	95&98
C=C1C(=O)O[C@H]2[C@H]1CC/C(CNC(=O)c1cc3ccccc3[nH]1)=C\CC[C@@]1(C)O[C@@H]21
  -57*	-37*	-29*	-21*	-47*	-37*	-36*	-62*
CC(C)(C)c1cc(/C=N\O)cc(C(C)(C)C)c1O
  99	96	93	114	84	99	111	90
Cn1c(=O)c2[nH]c(SC/C(=N/O)c3ccc(Cl)cc3)nc2n(C)c1=O
  80	103	97	88	107	95	94	95
COc1ccc(Br)cc1OC
  98	110	99	97	106	94	105	100
CC(C)CCc1nc2ccc(NCc3ccc(OCCN4CCOCC4)cc3)cc2[nH]1
  89	101	75	74	100	96	88	78
c1ccc(-c2csc(CN3CCCCC3)n2)cc1
  97	117	.	106	106	98	100	107
CCNc1ncnc2n[nH]nc12
  98	100	95	97	111	94	100	97

# (more compounds)
# Second line of a record – MCF7	MDA-MB-435	RPMI-8226	K-562	MDA-MB-231	SR	MOLT-4	MDA-MB-468
CCOc1ccccc1Nc1nc(N)nc(Cl)c1CC
  112	107	88	.	105	102	95	105
C(=N\Nc1nnc2n1N=C(c1ccccc1)CS2)/c1ccc(-c2ccccc2)cc1
  83	74	77	55	99	77	39	66
COc1ccc(CNS(=O)(=O)/N=C2\NC(=O)NC2=C(Cl)Cl)cc1
  18	-3.1*	15	13	22	21	19	19
Oc1ccccc1-c1nnc(SCc2ccc(O)c3ncccc23)n1-c1ccccc1
  3.1*	14	12	11	28	25	18	0.8*
c1ccc(-c2cc(-c3ccccc3)on2)cc1
  75	104	109	93	97	.	86	113
COc1ccc(Nc2cc(C)nc(N3CCN(c4ccnc5cc(Cl)ccc45)CC3)n2)cc1
  9.3*	2.3*	16	10	18	-4.1*	11	22
CC(C)CCC[C@@H](C)[C@H]1CC[C@H]2[C@@H]3CC=C4c5sc(Nc6cc(F)cc(F)c6)nc5CC[C@]4(C)[C@H]3CC[C@]12C
  .	100	95	96	104	94	99	109
C=C(C)[C@@H]1CCC[C@]2(C(=O)OC)CC[C@]3(C)[C@@H](CC[C@@H]4[C@@]5(C)CCCNC(C)(C)[C@@H]5CC[C@]43C)[C@@H]12
  87	93	76	55	86	54	77	65
COc1ccc(C(C)=O)c(O)c1O
  99	106	107	95	103	101	108	111
O=C(/C=C/c1ccc(Cl)cc1Cl)Nc1ccccc1F
  66	96	72	89	94	97	84	99
O=[N+]([O-])c1cc(S(=O)(=O)Nc2ccccc2)ccc1Nc1ccccc1
  88&94	106&110	65&67	74&79	76&77	83	85&77	74&73
CC(=O)c1cc2c(cc1C(C)C)C(C)(C)CCC2(C)C
  91	100	.	89	.	96	96	106
c1ccc2c3c([nH]c2c1)C1(CCCC1)c1c([nH]c2ccccc12)C31CCCC1
  97	94	.	112	78	105	94	112
O=C(Nc1ccc(Cl)c(Cl)c1)Nc1ccccc1O
  52	76	19	49	82	87	61	1.0*
CC(C)(C)NC(=O)C1CSC2(C(=O)N(Cc3ccccc3)c3ccccc32)N1C(=O)C1CCCCC1 (stereo not drawn)
  80	98	68	.	85	78	58	80

# The listing continues.
# Second line of a record – MCF7	MDA-MB-435	RPMI-8226	K-562	MDA-MB-231	SR	MOLT-4	MDA-MB-468
CCCCCCCCCCCCCCCC/C=C\C(CC(=O)O)C(=O)O (stereo not drawn)
  97	104	105	107	130	99	103	107
CC(=O)Nc1nnc(SCc2c(C)cc(C(C)(C)C)cc2C)s1
  84	98	86	56	59	49	90	91
CCOC(=O)C(CCC#N)(CCC#N)C(C)=O
  96	112	109	97	114	97	92	104
CC1(C)CC(=O)C(C(c2ccc3c(c2)OCO3)C2C(=O)CC(C)(C)CC2=O)C(=O)C1
  100	101	100	95	99	105	95	96
CCC(=O)Oc1ccc[nH]c1=O
  102	113	101	94	111	118	101	94
CCOC(=O)c1cccc(N2C(=O)/C(=C/N3N=C(c4ccccc4)CC3c3ccc(N(C)C)cc3)SC2=S)c1 (stereo not drawn)
  48	47	42	71	91	53	48	90
CCN(CCO)C(c1ccccc1)C(O)c1ccccc1 (stereo not drawn)
  102&96	105&105	98&102	104&104	104&95	97	103&103	104&99
c1ccc2[nH]c(-c3ccc(-c4nccc5c4[nH]c4ccccc45)cc3)nc2c1
  30	60	61	3.5*	30	-4.3*	77	45
O=S(=O)(NCCNc1nccc(-c2c(-c3cccc(F)c3)nc3sccn23)n1)c1ccc(Br)cc1
  23	21	58	39	70	32	36	78
NC(=N\N=C\c1ccccc1O)/C(N)=N/N=C/c1ccccc1O
  69	72	61	71	84	71	68	74
CC(=O)Cc1nc2c(sc3nc(C)c(Br)c(C)c32)c(=O)[nH]1
  92	106	97	108	102	99	103	95
COc1cc(NC(C)=O)ccc1NC(=O)c1[nH]c(C)c(Cl)c1Cl
  81	106	93	95	81	110	94	124
O=C1CC(C(F)(F)F)Cc2nc3ccc(Br)cc3cc21 (stereo not drawn)
  74	94	77	79	82	75	78	95
c1ccc(-c2ccnc3c2c(-c2ccccc2)nn3-c2ccccc2)cc1
  92	99	104	85	100	98	93	90
O=C(CC(c1ccccc1)c1ccccc1)c1ccccc1
  102&104&118	104&103&99	83&98&93	91&98&86	91&91&91	105&91&101	81&102&96	75&85&93

# Going on with the list.
# Second line of a record – MCF7	MDA-MB-435	RPMI-8226	K-562	MDA-MB-231	SR	MOLT-4	MDA-MB-468
Cc1cc(C)c(C=O)c(C)c1
  106	103	90	100	112	105	85	94
CN1CCc2nc(N)sc2C1
  93	105	104	121	105	103	124	112
CN(C)CCCN(Cc1ccccc1O)C(=S)Nc1cccc2ccccc12
  89	108	95	97	77	.	104	85
C[C@]12CCC3c4ccc(O)cc4CCC3C1CC[C@@H]2O (stereo partly drawn)
  112	22	84	47	85	47	71	93
CC(=O)CC(C)(C)NC(=S)Nc1cccc2ccccc12
  84	112	99	101	96	107	99	77

# By substructure: the compounds so far with a COOH group.
# Second line of a record – MCF7	MDA-MB-435	RPMI-8226	K-562	MDA-MB-231	SR	MOLT-4	MDA-MB-468
Cc1cc(CCCC(=O)O)c(C)s1
  98	101	106	116	115	83	95	132
CCCCCCCCCCCCCCCC/C=C\C(CC(=O)O)C(=O)O (stereo not drawn)
  97	104	105	107	130	99	103	107

# The order is random. Share with any hit: about 15%.
